High-throughput results: PubChem, several laboratories
Plk1 PBD FP: blocks phosphopeptide binding to human Plk1 polo box domain; P53350; hit rate 0.13% among 97,000; AID 693; Plk1 PBD phosphopeptide binding, fluorescence polarization; inhibition, %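 (tested at about 20 µM)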; in the data active = inhibition above about 34%, passing the limit was not always enough
Target sequence (P53350 whole entry, looked up, the tested form may be a part): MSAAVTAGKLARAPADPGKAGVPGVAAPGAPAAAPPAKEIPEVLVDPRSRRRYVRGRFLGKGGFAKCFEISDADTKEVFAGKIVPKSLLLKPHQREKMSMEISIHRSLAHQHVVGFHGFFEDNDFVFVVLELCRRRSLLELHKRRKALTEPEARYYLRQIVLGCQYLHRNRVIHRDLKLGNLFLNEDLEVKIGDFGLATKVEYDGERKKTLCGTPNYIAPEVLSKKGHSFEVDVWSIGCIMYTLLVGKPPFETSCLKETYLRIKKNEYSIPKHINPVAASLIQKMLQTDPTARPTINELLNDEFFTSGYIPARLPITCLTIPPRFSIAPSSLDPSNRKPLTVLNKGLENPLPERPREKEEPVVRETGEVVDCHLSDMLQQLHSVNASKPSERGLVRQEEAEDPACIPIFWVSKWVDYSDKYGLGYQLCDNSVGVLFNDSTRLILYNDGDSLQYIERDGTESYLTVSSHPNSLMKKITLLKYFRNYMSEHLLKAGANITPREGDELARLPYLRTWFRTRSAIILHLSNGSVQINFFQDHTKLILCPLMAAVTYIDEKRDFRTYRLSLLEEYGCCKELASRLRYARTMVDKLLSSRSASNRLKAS
PLAP act: activators of human placental alkaline phosphatase. P05187. activation fold at 20 µM. hit rate 1.2% among 96,000. purified PLAP enzyme, luminescent substrate read-out; stronger effect = higher value; in the data active = activation fold above about 2
PLK1 inh: blocks human PLK1 kinase activity; P53350; recombinant PLK1 kinase, TR-FRET peptide phosphorylation; inhibition, % at 10 µM; hit rate 0.53% among 97,000; AID 619;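 active = inhibition of 50% or more in the single-concentration screen; inactive = inhibition below 50%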;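 note: 0% = DMSO max control and 100% = H-89 dihydrochloride min control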
CYP2C9 activ: activators of human CYP2C9; P11712; recombinant CYP2C9, luciferin-H conversion, luminescence; stronger effect = higher value; factor 1 = untreated enzyme, 0 = blocked; activation factor at 5 µM; hit rate 1.4% among 96,000;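 active = activation factor of 2 or more for CYP2C9 at a 5 µM dose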;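 note: 0 = sulfaphenazole-blocked wells and 1 = vehicle-only wells; values of inactives mirror those of a sister screen read the other way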
EphB4 ephrin blk: blocks human EphB4 binding to ephrin-B2; P54760; EphB4 LBD / TNYL-RAW-Alexa532 peptide, fluorescence polarization; inhibition, % at 7 µM; hit rate 0.15% among 97,000;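 active = inhibition above the screen-wide mean inhibition plus 3 SD, cut at about 15% in these data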;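 note: 0% = DMSO wells and 100% = excess unlabeled TNYL-RAW peptide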
CYP2C19 act: activators of human cytochrome P450 2C19; P33261; recombinant CYP2C19, luciferin-H EGE luminescence; stronger effect = higher value; 0 = fully inhibited enzyme, 1 = untreated enzyme; activation factor at 5 µM; 96,000 tested, under 10 active;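 active = activation factor of at least 2 at 5 µM in the primary screen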;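 note: 0 = wells with 2.5 mM tranylcypromine and 1 = vehicle-only wells; values of inactives mirror those of a sister screen read the other way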
Target sequence (P33261 whole entry, looked up): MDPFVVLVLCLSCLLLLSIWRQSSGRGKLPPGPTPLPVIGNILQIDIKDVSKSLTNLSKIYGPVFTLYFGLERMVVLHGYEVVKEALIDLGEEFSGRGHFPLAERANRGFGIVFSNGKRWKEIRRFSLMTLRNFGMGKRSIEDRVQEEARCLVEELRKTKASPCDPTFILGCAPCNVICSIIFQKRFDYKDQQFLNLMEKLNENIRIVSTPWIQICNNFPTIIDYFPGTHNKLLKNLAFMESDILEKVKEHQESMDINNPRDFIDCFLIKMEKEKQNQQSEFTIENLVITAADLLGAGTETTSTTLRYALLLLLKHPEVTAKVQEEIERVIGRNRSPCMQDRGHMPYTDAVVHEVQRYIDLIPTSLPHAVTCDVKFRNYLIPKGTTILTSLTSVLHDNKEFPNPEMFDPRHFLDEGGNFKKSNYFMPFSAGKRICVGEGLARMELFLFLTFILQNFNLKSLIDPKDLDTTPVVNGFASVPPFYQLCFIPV
CYP2C9 inh: human CYP2C9 inhibition | CYP2C9 Supersomes, luciferin-H conversion, luminescence | inhibition, % at 5 µM | hit rate 20% among 96,000;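 active = blocking of liver enzyme CYP2C9 beyond about 50% at 5 µM, limit read from the data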; note: values of inactives mirror those of a sister screen read the other way
Rev-RRE block: disrupts HIV-1 Rev binding to RRE RNA; P05866; hit rate 0.79% among 97,000; inhibition, % at 8 µM; Rev peptide-RRE RNA binding, FRET;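 active = inhibition above the screen-wide mean plus 3 SD, cut at about 35% in these data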;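 note: 0% = median DMSO wells and 100% = median Neomycin B control wells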
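Assay system: Labelled RRE RNA duplex and labelled Rev peptide | Times: 5 min preincubation and 15 min binding, 25 °C | Detection: FRET, ex 480 nm, em 540 and 671 nm | Evaluation: % inhibition of FRET ratio versus controls | Benchmarks: DMSO wells as 0% and neomycin B wells as 100% inhibition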
CYP2C19 inhib: inhibitors of human CYP2C19. hit rate 21% among 96,000. inhibition, % at 5 µM. CYP2C19 Supersomes, luciferin-H EGE luminescence, 30 min;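 active = CYP2C19 inhibition above a set limit at 5 µM in the primary screen, cut at about 50% in these data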;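 note: plate controls were negative control wells for no effect and 2.5 mM tranylcypromine positive control for full effect; values of inactives mirror those of a sister screen read the other way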
Starred values were filed as active, the others as inactive; x = no result given.

SMILES	Plk1 PBD FP	PLAP act	PLK1 inh	CYP2C9 activ	EphB4 ephrin blk	CYP2C19 act	CYP2C9 inh	Rev-RRE block	CYP2C19 inhib
CCn1nc(C(=O)OCC(=O)c2c[nH]c3ccccc23)c2ccccc2c1=O	15	1.3	-4	0.3	-5	0.7	72*	14	32
O=C(Cn1ccc([N+](=O)[O-])n1)N1CCCc2ccccc21	10	1.1	13	1.1	10	0.9	-14	3	7
O=C(NCC1CCCO1)c1cc2n(n1)C(C(F)(F)F)CC(c1ccc(F)cc1)N2 (stereo unspecified)	x	1.8	x	0.7	x	0.7	30	x	25
NC(=S)N=Nc1c(O)n(C2OC(=O)c3ccccc32)c2ccccc12 (stereo unspecified)	6	0.9	-2	0.9	-7	1	12	-3	-1
CCOC(=O)CCNC(=O)Nc1ccc2nc(C)n(Cc3ccc(Cl)cc3)c(=O)c2c1	-22	1	-14	0.3	-4	0.5	71*	15	48
CCOC(=O)N1CCN(CC(O)COCC2=CCC3CC2C3(C)C)CC1 (stereo unspecified)	-7	1.4	1	0.7	-4	0.8	26	-2	17
CCn1cc(Br)c(C(=O)Nc2ccc(C(=O)OC(C)C)cc2)n1	-33	1.4	-9	0.9	-6	0.3	14	11	75*
CCOC(=O)CNC(=O)c1nn(-c2ccc(OCC)cc2)c(=O)c2ccccc12	x	1.2	x	0.8	x	0.9	25	x	8
COc1cc2[nH]c(=S)n(CCN3CCOCC3)c(=O)c2cc1OC	0	1.5	0	0.9	0	0.6	8	3	35
Cc1ccc(NC(=O)CCc2c(C)nc3ncnn3c2C)cc1	3	1.1	-8	1.2	3	1.1	-16	7	-9
CCOC(=O)c1nnc(-c2cccs2)nc1Oc1ccccc1C(=O)OC	-3	1.1	3	0.1	0	0.2	95*	4	83*
CCn1cc(/C=N/NC(=O)c2ccc3c(c2)OCO3)c(C)n1	15	1	-5	0.9	-1	0.9	7	4	6
O=C(COC(=O)c1cccc(C(=O)OCC(=O)c2ccc(Br)cc2)n1)c1ccc(Br)cc1	5	1.1	-9	1.1	-5	1.1	-6	3	-12
Cn1c(=O)c2c(ncn2CC(=O)OCC(=O)NC2CCCc3ccccc32)n(C)c1=O (stereo unspecified)	18	1.1	-12	0.9	-10	1	8	4	-2
Clc1ccc(-n2nnnc2SCc2cn3ccccc3n2)cc1	-1	0.9	-8	0.9	-3	0.7	6	6	30
CCN(CC(=O)NCc1ccccn1)S(=O)(=O)c1ccc(Cl)cc1	4	0.9	-13	0.9	5	0.6	5	8	40
Cc1cc(Cl)c(S(=O)(=O)Nc2ccon2)cc1OCC(=O)NC1CCCCC1	-10	1.3	-15	0.6	-2	0.7	40	1	33
CCc1nnc(NC(=O)CCC(=O)NCC2CCCO2)s1 (stereo unspecified)	-22	1.3	-29	1.3	8	1.2	-26	7	-24
CN(C)c1cccc(C(=O)n2cc(C(=O)c3cc(F)ccc3O)cn2)c1	-1	1.7	-7	1.1	-4	0.7	-8	2	35
O=C(Cn1ncc2c1-c1ccccc1OC2)N1CCN(c2ccccn2)CC1	11	0.9	-7	0.9	9	0.9	6	0	5
O=C(c1cc2ccccc2oc1=O)N(Cc1cccs1)Cc1ccccc1Cl	-2	x	-14	x	-9	x	x	8	x
CCOC(=O)CC(=O)CSc1ccc2nnc(-c3ccccc3)n2n1	-1	1.4	-11	0.7	-5	0.6	32	-4	45
COc1ccc(C(=O)Nc2cc(C)cc(C)c2)cc1S(=O)(=O)N1CCOCC1	-29	1.5	6	1	6	0.7	2	3	26
O=C(COC(=O)c1cccs1)NCCN1C(=O)CSC1=O	-36	0.8	-4	1.3	-2	0.4	-32	7	63*
CCOc1ccc(CC2S/C(=N/c3ccccn3)NC2=O)cc1 (stereo unspecified)	-24	1.8	-15	0.8	0	0.3	22	1	72*

The list goes on (five carried over from the part before).
SMILES	Plk1 PBD FP	PLAP act	PLK1 inh	CYP2C9 activ	EphB4 ephrin blk	CYP2C19 act	CYP2C9 inh	Rev-RRE block	CYP2C19 inhib
O=C(c1cc2ccccc2oc1=O)N(Cc1cccs1)Cc1ccccc1Cl	-2	x	-14	x	-9	x	x	8	x
CCOC(=O)CC(=O)CSc1ccc2nnc(-c3ccccc3)n2n1	-1	1.4	-11	0.7	-5	0.6	32	-4	45
COc1ccc(C(=O)Nc2cc(C)cc(C)c2)cc1S(=O)(=O)N1CCOCC1	-29	1.5	6	1	6	0.7	2	3	26
O=C(COC(=O)c1cccs1)NCCN1C(=O)CSC1=O	-36	0.8	-4	1.3	-2	0.4	-32	7	63*
CCOc1ccc(CC2S/C(=N/c3ccccn3)NC2=O)cc1 (stereo unspecified)	-24	1.8	-15	0.8	0	0.3	22	1	72*
O=C(COn1nnc2ccc(Cl)cc21)NC12CC3CC(CC(C3)C1)C2	16	0.6	-2	0.9	-1	0.7	14	2	26
CN(Cc1ccccc1)c1nc2c(c(=O)[nH]c(=O)n2C)n1CCOc1ccccc1	-13	1.4	12	0.5	3	0.7	54*	3	34
COc1ccc(C2SCC(=O)N2CCCN(C)C)cc1 (stereo unspecified)	1	1.2	8	1	-5	1.2	3	-4	-18
O=C(Nc1nnc(SCc2ccc(Cl)cc2)s1)C1CCCO1 (stereo unspecified)	-8	1.3	-15	0.3	9	0.5	73*	10	49
O=C(Nc1c(F)cc(F)cc1Br)c1cc(-c2ccc(O)cc2)on1	9	0.9	2	1.6	-4	0.1	-58	11	87*
O=C(c1ccco1)N1CCN(Cc2nc3ccccc3c(=O)n2-c2ccc(F)cc2)CC1	-10	1.4	-1	0.3	14	0.6	70*	7	36
CCOC(=O)c1ccccc1NC(=O)/C(C)=C/C(=O)O	5	1	-4	1.2	-5	1.2	-19	1	-18
O=C1Nc2ccc(F)cc2C12SCCS2	18	1	-5	2.3*	4	0.6	-127	5	43
CCCCCNC(=O)c1ccc2c(=O)n(CC3CCCO3)c(=O)[nH]c2c1 (stereo unspecified)	25	1	-7	1	1	1	-2	-1	1
CCn1ccnc1C(O)c1ccccc1OC (stereo unspecified)	-6	x	-9	x	3	x	x	6	x
CCC12CC3CC(C1)CC(C(=O)O)(C3)C2	1	1.1	3	1.1	-3	1.1	-6	2	-10
COCCn1c(C)cc(C(=O)CSc2nc(C)nc3sc4c(c23)CCC4)c1C	0	x	-14	x	-10	x	x	-5	x
COc1ccccc1NC(=O)N1CCc2[nH]c3ccc(F)cc3c2C1	4	1	-5	1.3	1	0.3	-30	13	67*
O=C(CSc1ncccn1)NCc1ccccc1Cl	45	1.1	-2	1.2	-2	0.3	-23	6	75*
O=C(CN1C(=O)COc2ccccc21)N(Cc1ccccc1)Cc1ccccn1	10	1.1	-11	0.9	-9	0.9	12	1	10
CC(NS(=O)(=O)c1cccc(Cl)c1)C(=O)Nc1ccc(-c2nc3ccccc3s2)cc1 (stereo unspecified)	-4	1.1	-17	1.2	-2	1	-17	9	-2
COc1ccccc1NC(=O)CSc1ccc2nnc(-c3ccccn3)n2n1	x	1.1	x	0.8	x	1	16	x	-1
CC(C)(C)c1cc(=O)n2c(C#N)c(C#N)nc2[nH]1	11	0.9	-10	0.6	1	1.1	41	-1	-10
Cc1ccc(C(=O)Nc2cc(=O)n(C)c(=O)n2C)o1	4	x	-6	x	4	x	x	4	x
CC(C)(C)C(=O)Nc1cc2nn(-c3ccccc3)nc2cc1Cl	-14	1	-25	1	8	1	0	13	4
COc1ccc(NC(=O)COC(=O)c2c(C)noc2C)c(OC)c1	6	0.9	-16	0.9	2	0.9	7	14	14
COCCNC(=O)C1c2cc(OC)c(OC)cc2C(=O)N(C)C1c1cccnc1 (stereo unspecified)	8	1.1	-10	1.1	-3	1	-9	2	1
N#C/C(=C\c1ccc(O)c(O)c1)S(=O)(=O)c1ccccc1	-39	0.3	24	0.6	7	0.6	40	32	41
COc1ccc(Nc2nc(Nc3ccc(OC)cc3)nc(SC3=NCCS3)n2)cc1	-11	1.1	-2	0.4	-1	0.4	64*	-4	59*
O=C(c1ccccc1Cl)N1N=C(c2ccc(Br)cc2)CC1c1nc2ccccc2[nH]1 (stereo unspecified)	-1	0.9	-17	0.3	4	0.5	67*	10	50*

Following part.
SMILES	Plk1 PBD FP	PLAP act	PLK1 inh	CYP2C9 activ	EphB4 ephrin blk	CYP2C19 act	CYP2C9 inh	Rev-RRE block	CYP2C19 inhib
O=C(O)c1c(Cl)c(Cl)c(Cl)c(Cl)c1C(=O)N1CCCC1	-1	1.1	-4	1	-4	1	-3	7	-4
Cn1c(CCNC(=O)c2ccccc2)nc2cc(NC(=O)C3CCCCC3)ccc21	12	0.9	1	0.8	2	0.9	20	6	10
Cc1sc2nc(SCC(=O)N3CCOCC3)[nH]c(=O)c2c1C	x	1.1	x	1	x	0.9	3	x	7
CCc1ccc(CNCCSc2nnnn2C)cc1	6	1.1	6	0.9	-2	0.3	7	2	70*
Cc1ccc(Oc2ccc(NC(=O)Cn3ccsc3=N)cc2)cc1	6	1.3	-5	1.1	-1	1.3	-14	1	-35
Cc1cccn2c(=O)c3cc(C(=O)NC4CCS(=O)(=O)C4)sc3nc12 (stereo unspecified)	-7	0.9	-4	1	-2	1	-1	0	0
CC(O)C(NS(=O)(=O)c1ccc(Cl)cc1)C(=O)OCc1nnc(-c2ccccc2)o1 (stereo unspecified)	-16	1.2	-13	1	7	1	4	13	2
Nc1nc(CN2CCN(Cc3ccccc3)CC2)nc(Nc2ccc3c(c2)OCCO3)n1	13	1.6	-6	0.9	-1	0.9	15	7	9
CCN(CC)c1cc(CS(=O)c2ccccc2)nc(-c2ccccc2)n1 (stereo unspecified)	-5	x	2	x	8	x	x	8	x
COc1cc(NS(=O)(=O)c2ccc3c(c2)n(C)c(=O)n3C)cc(OC)c1	-10	0.9	-9	0.2	0	0.4	84*	0	59*
CC(C)OC(=O)NCN1C(=O)C2C3C=CC(C3)C2C1=O (stereo unspecified)	2	1.1	-1	1	12	1	-5	10	-2
COc1ccccc1NC(=O)Nc1c(C)n(C)n(-c2ccccc2)c1=O	17	1.7	-4	1.2	-4	1.2	-18	4	-16
O=C(Sc1nnc(-c2ccccc2)o1)N1c2ccccc2Sc2ccccc21	-17	x	-10	x	0	x	x	0	x
O=C(CSc1nnc(Cc2ccccc2)n1-c1ccccc1)N1CCOCC1	-5	1.5	-10	1	-6	0.9	4	3	8
Cc1ccc(-n2nnnc2SCc2nnc(-c3ccccc3Br)o2)c(C)c1	x	1.1	x	0.4	x	0.3	56*	x	66*
O=C(NCCCN1CCC(Cc2ccccc2)CC1)C1CCN(S(=O)(=O)N2CCOCC2)CC1	27	1.4	-3	1	-2	1.1	-1	2	-7
CC(=O)c1ccc(N2CCN(c3ccc(S(=O)(=O)N4CCN(C)CC4)cn3)CC2)cc1	-19	1	-11	1	7	1.1	4	5	-10
COc1ccccc1N(CCC#N)C(=O)CSc1nc(-c2ccccc2)cn1N	-9	1	-14	0.8	2	0.3	21	5	75*
Cc1ccc(NCc2nnc(SCC(=O)N(Cc3ccccc3)C(C)(C)C)o2)c(C)c1	-13	1.4	-7	0.6	-2	0.7	43	2	32
COc1cc(/C=N/NC(=O)c2nc(C)cc(C)n2)ccc1O	-22	1	-18	0.9	4	0.9	8	-1	5
Cc1cc(C)c(S(C)(=O)=O)c(Oc2ccc(C(C)(C)C)cc2)n1	1	1.1	-8	0.1	-4	0.6	86*	5	35
COC(=O)C(C(=O)OC)C(C)C(C(=O)OC)C(=O)OC	-15	0.9	-6	1.1	-4	1.1	-14	9	-9
CCOCC(=O)Nc1nc2ccc(S(C)(=O)=O)cc2s1	6	0.9	-5	0.8	-10	0.9	24	-1	5
COc1ccc2cc(C(=O)N3CCOCC3)sc(=O)c2c1OC	-6	1	-12	1	-3	1	2	4	2
CC(C)NC(=O)c1ccc(-c2ccc(Cl)c(C(F)(F)F)c2)o1	12	0.8	-10	1	-2	1	-5	6	3
